Screening data (PubChem BioAssay)
PG9 binder – small molecules binding HIV-1 gp120 antibody PG9; TR-FRET gp120-PG9 antibody binding; inhibition, % at 6.7 µM; 0.43% of 360,000 active; AID 624416; in the data active = inhibition above about 8.5%
SMARCA2 act – activators of SMARCA2 function | MG213 cells, MMTV-luciferase reporter, dexamethasone, overnight | activation, % at 9.1 µM | 1% of 370,000 active | AID 652017; in the data active = activation above about 7.8%;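 also: 0% = vehicle wells and 100% = reference activator wells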
hcDAF-12 act – activates DAF-12 receptor from parasite H. contortus; 1.4% of 370,000 active; activation, % at 6.8 µM; HEK293 hcDAF-12 lit1-tk-luc reporter, luminescence; 0% DMSO, 100% Δ7-dafachronic acid;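 active = activation above the mean of all tested compounds plus 3 SD, cut at about 5.5% in these data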;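 also: 100% = response to 3 µM Δ7-dafachronic acid high control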
ADAM10 inh – inhibits human ADAM10 | inhibition, % at 7 µM | recombinant ADAM10, EDANS/DABCYL FRET peptide cleavage, 3 h | O14672 | 0.62% of 370,000 active;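 active = inhibition above a per-campaign cutoff equal to the mean of compounds falling between control-based bounds plus 3 SD, cut at about 20% in these data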;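 also: 0% = DMSO wells while the 100% control is not disclosed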
ADAM17 inh – inhibits human ADAM17 | P78536 | recombinant ADAM17, EDANS/DABCYL FRET peptide cleavage | inhibition, % at 6.95 µM | 0.83% of 370,000 active;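 active = inhibition above the mean of compounds lying between control limits plus 3 SD, set per campaign, cut at about 8.5% in these data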;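 also: 0% = DMSO-only wells as the low control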
Target sequence (P78536 215-824 limits assumed): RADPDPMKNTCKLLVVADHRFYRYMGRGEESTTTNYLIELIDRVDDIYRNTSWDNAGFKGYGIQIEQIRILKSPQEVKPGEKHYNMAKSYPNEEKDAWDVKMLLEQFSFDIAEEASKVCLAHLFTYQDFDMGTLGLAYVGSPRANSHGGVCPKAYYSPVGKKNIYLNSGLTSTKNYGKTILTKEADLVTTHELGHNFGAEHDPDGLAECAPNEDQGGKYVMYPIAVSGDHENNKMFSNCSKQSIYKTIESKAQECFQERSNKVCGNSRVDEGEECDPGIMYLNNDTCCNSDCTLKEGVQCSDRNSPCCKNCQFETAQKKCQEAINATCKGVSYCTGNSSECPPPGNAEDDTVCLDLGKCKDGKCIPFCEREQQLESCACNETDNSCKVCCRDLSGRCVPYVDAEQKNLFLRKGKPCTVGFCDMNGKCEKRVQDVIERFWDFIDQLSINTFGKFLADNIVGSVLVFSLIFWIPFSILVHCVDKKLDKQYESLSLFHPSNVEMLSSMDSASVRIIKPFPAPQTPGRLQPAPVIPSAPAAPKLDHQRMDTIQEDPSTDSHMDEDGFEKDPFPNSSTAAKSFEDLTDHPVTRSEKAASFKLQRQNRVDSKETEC
DAX1 inh-1 – inhibitors of DAX1 repression of SF-1 activated StAR promoter; inhibition, % at 6.8 µM; 1.1% of 370,000 active; HEK293T StAR-luciferase reporter, SF-1/DAX-1 repression relief; AID 652010;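 active = inhibition above the mean over all tested compounds plus 3 SD, cut at about 3.6% in these data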;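 also: 0% = DAX-1 cells with DMSO and 100% = cells lacking DAX-1 with DMSO; higher inhibition means more luminescence from relief of DAX-1 repression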
GC-A act – GC-A (human) enzyme activation. HEK293 GC-A cells, cGMP TR-FRET, EC30 ANP; 0% at EC30 ANP, 100% saturating ANP. activation, % at 10 µM. 0.14% of 370,000 active; in the data active = activation above about 40%
ssDAF-12 act – activators of S. stercoralis DAF-12 nuclear receptor; 1% of 370,000 active; activation, % at 6.8 µM; AID 652126; HEK293 ssDAF-12/GRIP1 lit1-tk-luc reporter, luminescence; % of 3 µM dafachronic acid response;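 active = activation above the mean over all tested compounds plus 3 SD, cut at about 0.9% in these data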;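 also: 0% = DMSO-only wells and 100% = 3 µM delta7-dafachronic acid wells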
DAX1 inh-2 – NR0B1 (DAX1) inhibition; 0.99% of 340,000 active; AID 504766; HEK293 Gal4-DAX1 luciferase reporter, luminescence; inhibition, % at 6.75 µM;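 active = inhibition above the mean over all tested compounds plus 3 SD, cut at about 4.2% in these data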;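 also: 0% = DAX1-transfected cells with DMSO and 100% = empty-vector control cells with DMSO; inhibition shows as a rise in luminescence from relieved DAX1 repression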
Target sequence (P51843 207-470 limits assumed): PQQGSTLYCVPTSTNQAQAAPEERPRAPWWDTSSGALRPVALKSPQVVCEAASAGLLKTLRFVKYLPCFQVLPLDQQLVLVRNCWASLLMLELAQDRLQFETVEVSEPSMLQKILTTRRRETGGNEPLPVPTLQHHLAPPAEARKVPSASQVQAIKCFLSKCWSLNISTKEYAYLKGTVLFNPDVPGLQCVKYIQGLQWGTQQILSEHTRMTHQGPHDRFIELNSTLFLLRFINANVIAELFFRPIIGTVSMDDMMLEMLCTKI
hgDAF12 agonist – agonists of H. glycines DAF-12 nuclear receptor. activation, % at 6.8 µM. 1.8% of 370,000 active. HEK293 GAL4-hgDAF12 UAS-luciferase reporter, agonist luminescence; normalized to butyrate control. AID 687014;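 active = activation above a cutoff set at the mean of all screened compounds plus 3 SD, cut at about 10% in these data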;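 also: 0% = DMSO wells and 100% = sodium butyrate wells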
GAA850 FXN act – frataxin GAA850 promoter activation. 0.56% of 360,000 active. AID 540364. activation, % at 6 µM. HEK293 lucGAA850 FXN promoter luciferase reporter, 24 h; percent of 10 µM SAHA response;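 active = activation above the average of all compounds screened plus 3 SD, cutoff fixed separately per campaign, cut at about 7.5% in these data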;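 also: 0% = DMSO wells and 100% = 10 µM SAHA wells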
Numbers without * were called inactive; i = inactive; / = not tested or not shown.

The opening four compounds, ahead of the listing:
SMILES | PG9 binder | SMARCA2 act | hcDAF-12 act | ADAM10 inh | ADAM17 inh | DAX1 inh-1 | GC-A act | ssDAF-12 act | DAX1 inh-2 | hgDAF12 agonist | GAA850 FXN act
NC(=O)NOCc1c(Cl)cccc1Cl | -1.5 | -2 | -1.8 | 5 | -1 | 1.1 | 2 | -1.2 | -0.7 | 1.5 | 3.8
Cc1ccc(S(=O)(=O)CCC(O)c2ccc(Cl)cc2)cc1 (stereo not given) | -1.4 | -2 | 0.8 | 5 | 4 | 0.3 | -3 | -1.0 | 1.1 | 0.4 | 2.5
Cc1c(C(=O)Nc2cccc(S(=O)(=O)N3CCOCC3)c2)oc2ccccc12 | -2.3 | 1 | -0.9 | -9 | -3 | -0.8 | 8 | -0.7 | 1.3 | 1.9 | 2.5
Cc1cc(OCC(=O)OCC(=O)Nc2ccc(Cl)cn2)ccc1Cl | 1.0 | -4 | 0.8 | -11 | -2 | -0.4 | -2 | -0.9 | -0.5 | 2.1 | 0.3

The whole of this part (from the top)
SMILES | PG9 binder | SMARCA2 act | hcDAF-12 act | ADAM10 inh | ADAM17 inh | DAX1 inh-1 | GC-A act | ssDAF-12 act | DAX1 inh-2 | hgDAF12 agonist | GAA850 FXN act
NC(=O)NOCc1c(Cl)cccc1Cl | -1.5 | -2 | -1.8 | 5 | -1 | 1.1 | 2 | -1.2 | -0.7 | 1.5 | 3.8
Cc1ccc(S(=O)(=O)CCC(O)c2ccc(Cl)cc2)cc1 (stereo not given) | -1.4 | -2 | 0.8 | 5 | 4 | 0.3 | -3 | -1.0 | 1.1 | 0.4 | 2.5
Cc1c(C(=O)Nc2cccc(S(=O)(=O)N3CCOCC3)c2)oc2ccccc12 | -2.3 | 1 | -0.9 | -9 | -3 | -0.8 | 8 | -0.7 | 1.3 | 1.9 | 2.5
Cc1cc(OCC(=O)OCC(=O)Nc2ccc(Cl)cn2)ccc1Cl | 1.0 | -4 | 0.8 | -11 | -2 | -0.4 | -2 | -0.9 | -0.5 | 2.1 | 0.3
O=C(NCc1ccc(Cl)cc1)C1CCN(S(=O)(=O)c2ccccc2)CC1 | -0.7 | -2 | -1.3 | 2 | -1 | 0.9 | -2 | -1.9 | -1.2 | -1.2 | -1.6
N=C1SCC(=O)N1/N=C/c1ccccc1 | -1.5 | 6 | -0.3 | 6 | -1 | 1.2 | -1 | 0.5 | 2.7 | -0.9 | 2.6
Cn1c(=O)c2c(-c3ccccc3)n(Cc3ccccn3)cc2n(C)c1=O | 0.5 | 0 | -0.9 | -3 | -7 | -0.2 | -6 | -1.4 | 1.8 | 3.8 | -0.6
O=C(c1ccccc1)c1c[nH]c(C(=O)NNc2cccc(Cl)n2)c1 | -0.3 | -5 | -2.3 | -17 | -2 | -0.3 | 0 | -0.6 | 2.2 | 0.2 | 1.6
O=C(Nc1cc(S(=O)(=O)N2CCCCCC2)ccc1OCC(F)(F)F)c1ccc(=O)[nH]c1 | 1.6 | -1 | -0.9 | -14 | 0 | 3.5 | -1 | -1.6 | 0.1 | -2.8 | 0.6
CN(C(=O)c1ccccc1C(=O)OCC(=O)c1ccccc1)c1ccccc1 | -4.0 | 2 | -1.3 | 1 | 1 | 0.0 | -1 | -0.5 | 0.1 | -1.8 | 0.1
O=C(CSc1nnc(-c2ccc(Br)cc2)o1)Nc1cccc(C(=O)O)c1 | -1.7 | 5 | 2.2 | -4 | -6 | 5.0* | 3 | -0.1 | -2.3 | 9.8 | 2.8
C[C@@H]1CN([C@@H](C)CO)C(=O)CCCn2cc(nn2)CO[C@H]1CN(C)C(=O)CCCN(C)C | -0.6 | 4 | 1.5 | -1 | 1 | 0.9 | 2 | -1.0 | 0.2 | -0.1 | -0.3
O=C(Nc1ccc(F)cc1)OCCN1C(=O)CCC12CCC(c1ccc(Cl)cc1)CC2 (stereo not given) | / | -1 | -0.5 | 1 | 1 | 0.4 | -18 | -1.2 | / | 3.2 | /
Cc1ccc2nc(-c3ccc(Br)cc3)cn2c1 | 2.3 | -2 | -1.2 | -20 | -5 | -1.3 | 6 | -2.4 | -6.5 | -6.8 | -5.1
COCCNC(=O)CN(C(=O)Cn1nnc2ccccc21)c1ccc(C)cc1 | -0.3 | -3 | 0.8 | -6 | 0 | 0.6 | 2 | -0.5 | 4.5* | -2.6 | 0.0
CC(C)[C@@H](C(=O)O)N(Cc1cccc(CN([C@H](C(=O)O)C(C)C)S(C)(=O)=O)c1)S(C)(=O)=O | -1.1 | -1 | -0.4 | 6 | 5 | -0.7 | 4 | -1.1 | 1.0 | 2.3 | 1.7
O=C(COC(=O)c1ccc(O)cc1)c1ccc2c(c1)OCCO2 | 1.6 | 3 | 5.0 | 8 | 3 | 3.5 | 1 | -0.7 | 0.3 | 9.9 | 4.7
S=C(Nc1ccccc1)N1CCN(Cc2ccccc2)CC1 | 0.3 | 0 | 0.6 | 5 | 1 | 0.1 | 3 | -1.6 | -0.1 | 2.4 | -0.1
Cc1cccc(OCCC(=O)OCC(=O)Nc2c(C)nn(-c3ccccc3)c2C)c1 | 0.0 | -3 | 1.1 | -11 | 0 | 0.2 | -4 | -1.5 | 0.7 | -1.1 | -0.7
CC1(C)CC(=O)C(N=Nc2c(F)cccc2F)=C(O)C1 | 0.1 | -1 | -0.2 | 1 | 1 | -0.4 | 3 | -1.6 | / | 0.7 | -0.6
CCCc1c(C(=O)Nc2ccc(F)cc2F)cnn1-c1ccccc1 | 0.4 | -8 | -1.9 | 1 | -1 | -0.3 | 3 | -0.7 | -0.9 | 0.4 | -0.8
C=CCn1c(=NC(=O)c2ccc(S(=O)(=O)N3CCCC3)cc2)sc2cc(NC(C)=O)ccc21 | 13* | 0 | -1.5 | -60 | i | -1.2 | 4 | -1.2 | -1.2 | -0.2 | -4.4
CCc1ccccc1NC(=O)COC(=O)C1C2CC3OC(=O)C1C3C2 (stereo not given) | 1.6 | -3 | -0.4 | -4 | 0 | 0.2 | 0 | -0.5 | 0.7 | -0.8 | -0.4
CCc1nn(CC(=O)N2CCN(CC)CC2)c(=O)c2cc3sccc3n12 | -0.7 | -1 | 0.2 | -17 | 2 | -0.1 | -1 | -0.8 | -1.4 | 1.0 | 0.2
Cc1ccc(/C=C2/C(=N)N3N=C(CC(=O)N4CCCC4)SC3=NC2=O)cc1 | -1.8 | 2 | -0.5 | -12 | -5 | 0.2 | -2 | -1.4 | 1.6 | 1.6 | 3.8
CCOC(=O)C1CCN(C(=O)COC(=O)c2nc3nc(C)cc(C)n3n2)CC1 | -1.1 | -2 | -0.4 | -12 | 5 | -0.2 | 4 | -0.8 | 1.8 | -2.1 | 1.8
Cc1cc(C)c(C)c(S(=O)(=O)NCc2ccncc2)c1C | -2.2 | -7 | -4.5 | 6 | -4 | -1.1 | 4 | -1.8 | -3.5 | -4.7 | -0.8
COCc1cc(C)n(CC(=O)N2CCCC2)c(=O)c1C#N | -0.1 | 2 | -1.6 | -253 | -71 | 0.1 | 1 | -1.2 | 0.2 | 3.1 | 2.0
CC(C)(C)n1nnnc1C(c1ccccc1)N1CCN(C(=O)c2ccco2)CC1 (stereo not given) | 0.1 | -2 | 0.2 | -14 | 0 | 0.1 | -3 | -0.1 | / | 0.6 | /
Cc1nc2cc(NC(=O)NCc3ccco3)ccc2n1C | 0.3 | 6 | 0.1 | 6 | -2 | 0.8 | 0 | -1.5 | 1.0 | 4.7 | 2.3
Cc1ccc(C(=O)Nc2nc(C(N)C(C)C)cs2)cc1 (stereo not given) | -0.1 | 0 | -1.0 | -14 | -3 | -0.4 | 1 | -1.3 | / | 0.6 | -1.1
COc1cc(N)c(Cl)cc1C(=O)OCC(=O)N(C)C1CCCCC1 | -0.2 | 2 | 1.8 | -4 | -2 | -0.5 | -1 | -1.1 | -0.5 | 1.1 | 0.4
COc1ccc(Cl)cc1N(CC(=O)Nc1cccc(SC)c1)S(C)(=O)=O | -0.7 | 1 | -0.3 | 7 | 2 | -0.5 | -5 | -1.7 | 0.5 | 1.6 | -0.3
O=C(CN1CCN(Cc2ccccc2Cl)CC1)N=Nc1c(O)[nH]c2ccccc12 | -1.1 | -2 | 1.3 | 10 | 2 | -0.1 | 6 | -0.7 | -0.8 | -1.4 | 3.0
Cc1ccc(C(C(=O)NC2CCCC2)N2CCc3ccccc32)cc1 (stereo not given) | -0.2 | 0 | 1.9 | -7 | -1 | 0.9 | 9 | -0.8 | 0.9 | 3.7 | -1.5
C/C(=N\OCC(=O)Nn1c(C)nc2ccccc2c1=O)c1cccs1 | 1.7 | -5 | 0.6 | 3 | -7 | 0.4 | 2 | -1.1 | -0.6 | -2.5 | 0.0
O=C(NC1CCCCC1)c1ccc(-c2ccc(Cl)cc2)o1 | -2.1 | 3 | 1.2 | -4 | -1 | 3.5 | -4 | 0.0 | 2.1 | 7.3 | 3.9
CCC(C)/C(C)=N/NC(=O)c1ccc(CSc2nc3ccccc3s2)cc1 (stereo not given) | -1.6 | 0 | 2.0 | 9 | 7 | -0.7 | 2 | 0.1 | -0.2 | 10 | 1.1
O=C(Nc1ccccc1)c1ccc(NCC2CCCO2)c([N+](=O)[O-])c1 (stereo not given) | -0.8 | 8.8* | -0.2 | 0 | 0 | -0.2 | 1 | -0.2 | -0.4 | -0.3 | -1.5
O=C(COC(=O)CCc1ccccc1)Nc1ccccc1OC(F)F | -1.2 | -1 | -1.6 | 9 | -2 | 0.1 | 3 | -0.5 | -0.9 | -1.2 | -0.6
CCCc1nnc(SCC(=O)N2CCOCC2)n1CC1CCCO1 (stereo not given) | 1.4 | -4 | -1.1 | -7 | -4 | -0.1 | 3 | -0.7 | 0.9 | -0.6 | 7.0
CCOC(=O)CSc1nc(N)c(C#N)cc1C#N | -0.8 | 3 | 1.1 | -40 | -17 | 0.5 | -2 | -1.0 | 1.1 | 4.8 | 11*
CC(C)CN1C(=O)c2ccc(C(=O)Nc3ccc(OCC(=O)O)cc3)cc2C1=O | -0.3 | -1 | -1.5 | -5 | 1 | 0.6 | 1 | -1.1 | 2.2 | -0.3 | 2.0
Cc1ccc(-c2nnc(SCC(=O)N/N=C/c3ccccc3C(=O)O)n2-c2ccc(C)cc2)cc1 | 1.5 | 3 | 1.7 | 5 | 1 | 0.0 | -4 | -1.6 | 3.8 | -0.7 | 0.8
Cc1c(/C=N/NC(=O)c2ccc(Br)o2)cnn1C | -4.5 | 14* | 6.2* | 3 | 1 | 0.9 | -2 | 0.1 | / | 8.8 | 1.4
COc1ccc(CN2CCN(c3ncccn3)CC2)c(C)c1C | -1.4 | 4 | -0.7 | 3 | 3 | -0.4 | -3 | -1.2 | 0.7 | 0.2 | 1.1
COc1ccccc1NCCC(=O)OCC(=O)Nc1cccc(S(=O)(=O)N(C)C)c1 | -3.3 | 0 | -0.8 | 1 | -1 | 1.2 | 0 | -1.2 | 0.0 | 0.3 | 0.8
CC1(C2CC2)NC(=O)N(CC(=O)NCc2ccc(Cl)cc2Cl)C1=O (stereo not given) | 0.3 | 4 | 1.2 | 3 | 0 | 1.1 | -1 | -0.7 | 0.4 | -3.8 | 1.7
CCCCCN=Cc1c(C)[nH]n(-c2nc3ccccc3s2)c1=O | -0.2 | 2 | 1.1 | 2 | 0 | 1.0 | 2 | -1.1 | -2.5 | -0.2 | 1.2
